C diff growth: blocks growth of Clostridium difficile; Clostridium difficile clinical isolate growth, OD600, 24 h; hits give low values; growth activity, negative = inhibition, % at 16 µg/mL (by protocol); hit rate 0.25% among 86,000; AID 1259249;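 active means mean growth activity at or below -80% and every replicate also at or below -80%; inconclusive means mean at or below -80% but some replicate above -80%; inactive means mean growth activity above -80%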;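 further: 0% = DMSO wells and -100% = levofloxacin 16 µg/mL wells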
KDM4C inh: inhibitors of human demethylase GASC-1 KDM4C | Q9H3R0 | GST-KDM4C 2-372, H3K9me3 peptide, LANCE TR-FRET | inhibition, % at 12.5 µM | hit rate 0.15% among 96,000 | AID 720574;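 active means mean replicate inhibition above about 25%, with at least 55% of replicates also reaching it, limit read from the data, passing the limit was not always enough; inconclusive means only one of those two conditions met; inactive means neither condition met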
Target sequence (Q9H3R0 2-372 limits assumed): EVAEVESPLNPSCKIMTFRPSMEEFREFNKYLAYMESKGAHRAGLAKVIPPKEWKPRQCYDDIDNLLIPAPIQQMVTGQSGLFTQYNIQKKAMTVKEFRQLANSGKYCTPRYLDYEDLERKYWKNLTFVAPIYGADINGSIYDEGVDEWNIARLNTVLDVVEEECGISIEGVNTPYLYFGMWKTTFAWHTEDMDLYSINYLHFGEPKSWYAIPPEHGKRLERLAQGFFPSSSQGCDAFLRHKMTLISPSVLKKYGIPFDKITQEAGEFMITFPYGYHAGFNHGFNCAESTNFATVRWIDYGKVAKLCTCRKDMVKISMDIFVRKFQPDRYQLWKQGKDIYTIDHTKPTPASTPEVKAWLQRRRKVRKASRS
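Assay system: GST-GASC-1 enzyme fragment 2-372 | Amount: 10 nM enzyme | Medium: HEPES buffer, pH 7.5, plus ascorbate | Reagent: H3K9me3 peptide substrate, Fe(II), 2-oxoglutarate | Doses: Single-point compound screen | Incubation: 30 min demethylation and 1 h detection at room temperature | Measured by: LANCE TR-FRET, excitation 340 nm, emissions 618 and 671 nm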
Pf Dd2 growth: P. falciparum Dd2 growth inhibition | activity change, % at 10 µM | hit rate 2.3% among 94,000 | SYBR Green, 72 h; hits give low values | AID 1159554; in the data active means activity change below about -80%; inconclusive means no clear call, values can overlap the other calls
Tcruzi prolif: inhibitors of T. cruzi proliferation; hit rate 5.9% among 77,000; inhibition, % at 8.34 µM; T. cruzi beta-gal in NIH3T3, GalScreen luminescence, 90 h;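 active means mean inhibition above about 93%, with at least 55% of replicates each passing it, limit read from the data, passing the limit was not always enough; inconclusive means only one of those two conditions holds; inactive means neither condition holds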
Numbers without * were called inactive; ? = inconclusive; / = no result given; & = joins results of further samples. Rows were taken by chance. About 7.2% of those tested had a hit in this group.

The first seven records, to show the layout:
SMILES	C diff growth	KDM4C inh	Pf Dd2 growth	Tcruzi prolif
C[C@H](CO)N1C[C@H](C)[C@H](CN(C)C(=O)CCCN(C)C)OCCCC[C@H](C)Oc2ccc(NC(=O)Nc3ccc(C(F)(F)F)cc3)cc2C1=O	/	2.3	-74	27
CC(C)C#Cc1cnc2c(c1)C(=O)N([C@H](C)CO)C[C@@H](C)[C@@H](CN(C)C(=O)Cc1ccncc1)O2	0	/	-23	22
CC(C)C#Cc1cnc2c(c1)C(=O)N([C@@H](C)CO)C[C@H](C)[C@H](CN(C)C(=O)c1ccc3c(c1)OCO3)O2	-5	-0.8	-36	51
COc1ccccc1-c1ccc(C2[C@H]3CNC[C@@H]2N3S(=O)(=O)c2ccc(F)cc2)cc1 (some centres undefined)	65&40	0.2&-2.8	-9&-2	/
CCCNC(=O)C[C@H]1CC[C@@H]2[C@@H](COc3ccc(NC(=O)Nc4c(C)noc4C)cc3C(=O)N2C)O1	3	-1.0	0	1
CCC(=O)Nc1ccc2c(c1)C(=O)N(C)C[C@@H](OC)[C@@H](C)CN(Cc1ccccc1F)[C@@H](C)CO2	/	-1.8	-17	-11
CO[C@H]1CN(C)C(=O)c2cc(NS(C)(=O)=O)ccc2OC[C@H](C)N(C(=O)C2CCC2)C[C@@H]1C	/	0.8	-23	41

The whole of this part, previewed entries included:
SMILES	C diff growth	KDM4C inh	Pf Dd2 growth	Tcruzi prolif
C[C@H](CO)N1C[C@H](C)[C@H](CN(C)C(=O)CCCN(C)C)OCCCC[C@H](C)Oc2ccc(NC(=O)Nc3ccc(C(F)(F)F)cc3)cc2C1=O	/	2.3	-74	27
CC(C)C#Cc1cnc2c(c1)C(=O)N([C@H](C)CO)C[C@@H](C)[C@@H](CN(C)C(=O)Cc1ccncc1)O2	0	/	-23	22
CC(C)C#Cc1cnc2c(c1)C(=O)N([C@@H](C)CO)C[C@H](C)[C@H](CN(C)C(=O)c1ccc3c(c1)OCO3)O2	-5	-0.8	-36	51
COc1ccccc1-c1ccc(C2[C@H]3CNC[C@@H]2N3S(=O)(=O)c2ccc(F)cc2)cc1 (some centres undefined)	65&40	0.2&-2.8	-9&-2	/
CCCNC(=O)C[C@H]1CC[C@@H]2[C@@H](COc3ccc(NC(=O)Nc4c(C)noc4C)cc3C(=O)N2C)O1	3	-1.0	0	1
CCC(=O)Nc1ccc2c(c1)C(=O)N(C)C[C@@H](OC)[C@@H](C)CN(Cc1ccccc1F)[C@@H](C)CO2	/	-1.8	-17	-11
CO[C@H]1CN(C)C(=O)c2cc(NS(C)(=O)=O)ccc2OC[C@H](C)N(C(=O)C2CCC2)C[C@@H]1C	/	0.8	-23	41
C/C=C/c1ccc2c(c1)O[C@@H](CN(C)Cc1cncnc1)[C@@H](C)CN([C@H](C)CO)S2(=O)=O	3	1.0	-14	/
O=C(C1CCC1)N1CCCCN2[C@@H](CO)[C@H](c3ccc(-c4cccc(F)c4)cc3)[C@@H]2C1	61	/	22	84
C[C@@H]1CCCCO[C@@H](CN(C)S(=O)(=O)c2ccc(F)cc2)[C@@H](C)CN([C@H](C)CO)C(=O)c2cc(NS(=O)(=O)c3cccs3)ccc2O1	0	-3.0	-38	23
COc1cccc(S(=O)(=O)Nc2ccc3c(c2)C(=O)N(C)C[C@H](OC)[C@H](C)CN(C(=O)Cc2cccnc2)[C@@H](C)CO3)c1	/	0.2	-22	/
CN1CCN(C(=O)C[C@H]2CC[C@@H]3[C@H](COC[C@H](O)CN3C(=O)C3CCOCC3)O2)CC1	-2&-4	1.0	24	35
C[C@H]1CN([C@@H](C)CO)C(=O)Cc2cc(N(C)C)ccc2O[C@H]1CN(C)C(=O)Nc1ccc(F)cc1	5	-0.1	7	/
O=C(C[C@@H]1C=C[C@@H](NC(=O)c2ccc3c(c2)OCO3)[C@@H](CO)O1)NCc1ccc(Cl)cc1	0	-0.9	-12	60
COc1ccc(S(=O)(=O)N(C)C[C@@H]2Oc3ccc(N(C)C)cc3C(=O)N([C@H](C)CO)C[C@@H]2C)cc1	-1	1.9	2	18
COc1ccc(NC(=O)Nc2ccc3c(c2)C(=O)N([C@H](C)CO)C[C@@H](C)[C@H](CN(C)C(=O)Nc2ccc(F)cc2)O3)cc1	0	1.1	-45	66
OC[C@@H]1CC[C@@H]2O[C@H](CCc3ccc(C#Cc4ccccc4)cc3)[C@H](n3cc(-c4ccccc4)nn3)C[C@@H]2O1	2	/	-84*	/
C[C@@H]1CN([C@@H](C)CO)C(=O)c2cccc(NC(=O)C3CC3)c2O[C@H]1CN(C)Cc1ccccc1	-5&-9	2.9	-28	/
C[C@@H]1CN([C@H](C)CO)C(=O)Cc2cc(NC(=O)CCC(F)(F)F)ccc2O[C@@H]1CN(C)C(=O)Nc1cccc2ccccc12	-4	-1.1	5	4
C[C@@H]1CN([C@H](C)CO)S(=O)(=O)c2ccc(C3=CCCCC3)cc2O[C@H]1CN(C)C(=O)C1CC1	-4	-2.5	-6	56
CC(=O)N1[C@H](CO)[C@@H](c2ccc(-c3cccc(F)c3)cc2)[C@H]1CNC(=O)C1CC1	-8	-2.0	31	0
C[C@@H]1CN([C@@H](C)CO)C(=O)Cc2cc(NS(C)(=O)=O)ccc2O[C@H]1CN(C)Cc1ccc(C(F)(F)F)cc1	9	-1.4	-9	80
N[C@@H]1CC[C@H](CCn2cc(C3CC3)nn2)O[C@@H]1CO	6	57*	-5	/
C[C@@H]1CN([C@H](C)CO)C(=O)Cc2cc(NS(=O)(=O)c3cccs3)ccc2O[C@@H]1CN(C)S(=O)(=O)c1ccc(Cl)cc1	4	1.1	-32	66
C[C@@H]1CN([C@@H](C)CO)C(=O)c2cc(C#Cc3ccc(F)cc3)cnc2O[C@H]1CN(C)C(=O)Nc1ccc(F)cc1	/	-0.6	-27	17
COc1ccccc1NC(=O)N1C[C@H]2[C@@H](c3ccccc31)[C@H](CO)N2C(=O)C1CC1	7	3.8	-6	7
O=C(c1cccc(F)c1)N1CC(=O)N2[C@@H](CO)[C@@H](c3ccc(C#Cc4ccc(F)cc4)cc3)[C@@H]2C1	2	-0.7	5	/
C[C@@H]1CCCCO[C@@H](CN(C)S(=O)(=O)c2ccc(F)cc2)[C@H](C)CN([C@H](C)CO)C(=O)c2cc(NC(=O)CCC(F)(F)F)ccc2O1	1	-1.4	-61	/
C[C@@H]1CN([C@H](C)CO)S(=O)(=O)c2ccc(/C=C/c3ccccc3)cc2O[C@H]1CN(C)C	10	-2.0	21	72
C[C@@H]1CCCCO[C@H](CN(C)Cc2ccccc2)[C@H](C)CN([C@H](C)CO)C(=O)c2cc(NS(=O)(=O)c3ccc(F)cc3)ccc2O1	1	-0.2	-63	62
O=C(c1cnccn1)N1CC(=O)N2[C@H](CO)[C@@H](c3ccc(C#CCC4CCCC4)cc3)[C@@H]2C1	-18	-0.2	-8	/
C[C@@H]1CCCCO[C@H](CN(C)C(=O)c2ccccc2)[C@@H](C)CN([C@@H](C)CO)C(=O)c2cc(NC(=O)Nc3cccc4ccccc34)ccc2O1	0	10.0	-82*	86
C[C@@H]1CN([C@H](C)CO)C(=O)c2cc(NC(=O)Nc3cccc4ccccc34)ccc2O[C@@H](C)CCCCO[C@@H]1CN(C)Cc1ccc(C(F)(F)F)cc1	4	-5.1	-87*	?
O=C(NC1CCCCC1)N1CC2(C1)[C@H](c1ccccc1)[C@H](CO)N2CC1CC1	-3	1.9	21	/
O=C(C[C@@H]1C[C@@H]2c3cc(NC(=O)Nc4ccccc4)ccc3O[C@@H]2[C@@H](CO)O1)NCC1CC1	-4	0.3	-46	60
C[C@H](CO)N1C[C@H](C)[C@H](CN(C)C)OCCCC[C@H](C)Oc2ccc(NC(=O)Nc3cccc4ccccc34)cc2C1=O	1	-0.1	11	65
Cc1noc(C)c1NC(=O)NCC[C@@H]1CC[C@@H](NC(=O)c2ccc(F)cc2)[C@@H](CO)O1	/	-0.2	7	-77
C[C@H](CO)N1C[C@H](C)[C@H](CN(C)Cc2ccc(Oc3ccccc3)cc2)Oc2ccc(NC(=O)Cc3ccccc3)cc2CC1=O	48	0.3	-22	57
CN(C)C(=O)C[C@H]1C=C[C@H](NS(=O)(=O)c2ccccc2)[C@@H](CO)O1	/	-1.6	10	-31
COc1ccc(C[C@H]2CCc3cnnn3COC[C@H](CC(C)C)NC2=O)cc1	5	-0.5	/	/

Next part, starting with the last 2 of the part before.
SMILES	C diff growth	KDM4C inh	Pf Dd2 growth	Tcruzi prolif
CN(C)C(=O)C[C@H]1C=C[C@H](NS(=O)(=O)c2ccccc2)[C@@H](CO)O1	/	-1.6	10	-31
COc1ccc(C[C@H]2CCc3cnnn3COC[C@H](CC(C)C)NC2=O)cc1	5	-0.5	/	/
Cc1ccc(-c2ccc3c(c2)O[C@H](CN(C)C(=O)CC2CC2)[C@H](C)CN([C@H](C)CO)S3(=O)=O)cc1	-9	-0.9	-8	/
C[C@@H](NC(=O)C[C@@H]1C=C[C@@H](NC(=O)C2CC2)[C@H](CO)O1)c1ccccc1	3	-0.3	6	/
CCCC#Cc1ccc2c(c1)O[C@@H](CN(C)Cc1ccc3c(c1)OCO3)[C@H](C)CN([C@H](C)CO)S2(=O)=O	30	2.3	/	101*
COc1cccc(C#Cc2cnc3c(c2)C(=O)N([C@@H](C)CO)C[C@H](C)[C@H](CN(C)C(C)=O)O3)c1	1	-1.0	-11	11
CN1c2ccc(Br)cc2[C@@H]2[C@@H](CCN2C(=O)C2CCCCC2)[C@H]1CO	12	11	11	78
C[C@H](CO)N1C[C@H](C)[C@H](CN(C)C(=O)Nc2ccc3c(c2)OCO3)Oc2ncc(-c3cccc(F)c3)cc2C1=O	-6	-0.4	-39	39
O=C(Cc1cccnc1)N1CC(=O)N2[C@H](CO)[C@H](c3ccc(C4=CCCC4)cc3)[C@@H]2C1	-5	0.9	-4	/
CN1C(=O)c2cc(NS(=O)(=O)c3cccc(F)c3)ccc2OC[C@@H]2O[C@@H](CC(=O)NCCN3CCCCC3)CC[C@@H]21	-11	-0.6	-2	0
C[C@@H]1CCCCO[C@H](CN(C)S(C)(=O)=O)[C@@H](C)CN([C@H](C)CO)C(=O)c2cc(NC(=O)Nc3ccc(F)cc3)ccc2O1	7	/	-18	/
NCC[C@H]1CC[C@@H](NS(=O)(=O)c2ccc(Cl)cc2)[C@H](CO)O1	/	-2.2	-33	-13
COCC(=O)N1CC2(CN(C(=O)NC(C)C)C2)c2c(n(C)c3cc(OC)ccc23)[C@@H]1CO	2	0.1	37	/
CCCNC(=O)C[C@@H]1CC[C@H]2[C@H](COc3ccc(NC(=O)c4cccs4)cc3C(=O)N2C)O1	-1	0.7	16	7
COc1ccccc1NC(=O)N1C[C@H]2[C@@H](c3ccccc31)[C@H](CO)N2Cc1ccc2c(c1)OCO2	-3	-1.3	-19	43
COCC(=O)N1CC(=O)N2[C@H](CO)[C@@H](c3ccc(-c4cccnc4)cc3)[C@H]2C1	1	0.5	41	/
C[C@H](CO)N1C[C@H](C)[C@@H](CN(C)C(=O)Nc2ccccc2)Oc2ncc(-c3ccc(C#N)cc3)cc2C1=O	-5&-5	0.3	-2&-20	-16&16
COc1ccc(NC(=O)Nc2ccc3c(c2)C(=O)N([C@@H](C)CO)C[C@@H](C)[C@@H](CN(C)C(=O)Nc2cccc4ccccc24)O3)cc1	-3	0.3	-18	19
COc1cccc(NC(=O)N2C[C@H](O)COC[C@H]3O[C@@H](CC(=O)NCc4ccccc4F)CC[C@@H]32)c1	3&-4	0.6	3	/
Cc1ccc(S(=O)(=O)N(C)C[C@H]2OCCCC[C@@H](C)Oc3ccc(NC(=O)Nc4cccc5ccccc45)cc3C(=O)N([C@H](C)CO)C[C@@H]2C)cc1	-1	-1.4	-39	/
CCc1cnc(N2[C@H](C#N)[C@@H](c3ccc(C#CCC4CCCC4)cc3)[C@@H]2CO)s1	/	-0.8	6	?
C[C@H]1CN([C@@H](C)CO)C(=O)Cc2cc(NC(=O)CCC(F)(F)F)ccc2O[C@@H]1CN(C)S(=O)(=O)c1ccc(F)cc1	-6	-2.4	-18	-11
COc1ccc(NC(=O)N(C)C[C@H]2Oc3ccc(NS(=O)(=O)c4c(C)noc4C)cc3CC(=O)N([C@H](C)CO)C[C@@H]2C)cc1	-4	0.8	-33	-13
N#C[C@@H]1[C@H](c2ccccc2)[C@H](CO)N1S(=O)(=O)c1cccc(F)c1	-2	-2.0	6	-57
COc1cccc(C#Cc2ccc([C@@H]3[C@@H](CO)N(C(=O)C4CCC4)[C@H]3C#N)cc2)c1	-3	-1.1	-61	90
C[C@H]1CN([C@@H](C)CO)C(=O)c2cccc(NS(=O)(=O)c3ccc(F)cc3)c2O[C@@H]1CN(C)S(=O)(=O)c1ccccc1	-9	-4.2	12	26

Compound activity: PubChem BioAssay, Broad Institute
